LmPK inh: qHTS Assay for Inhibitors of Leishmania Mexicana Pyruvate Kinase (LmPK) | Q27686 | purified LmPK, Kinase-Glo ATP luminescence, 1 h | Potency, µM (top dose mostly 57.5 µM), inactives show at the highest dose activity change, negative = inhibition, actives largely listed as inhibitors | 0.37% of 290,000 active; further: potency means the concentration at half of the fitted maximal effect; on the % scale 0 is the no-effect control and ±100 the full control effect
Target sequence (Q27686 whole entry, looked up): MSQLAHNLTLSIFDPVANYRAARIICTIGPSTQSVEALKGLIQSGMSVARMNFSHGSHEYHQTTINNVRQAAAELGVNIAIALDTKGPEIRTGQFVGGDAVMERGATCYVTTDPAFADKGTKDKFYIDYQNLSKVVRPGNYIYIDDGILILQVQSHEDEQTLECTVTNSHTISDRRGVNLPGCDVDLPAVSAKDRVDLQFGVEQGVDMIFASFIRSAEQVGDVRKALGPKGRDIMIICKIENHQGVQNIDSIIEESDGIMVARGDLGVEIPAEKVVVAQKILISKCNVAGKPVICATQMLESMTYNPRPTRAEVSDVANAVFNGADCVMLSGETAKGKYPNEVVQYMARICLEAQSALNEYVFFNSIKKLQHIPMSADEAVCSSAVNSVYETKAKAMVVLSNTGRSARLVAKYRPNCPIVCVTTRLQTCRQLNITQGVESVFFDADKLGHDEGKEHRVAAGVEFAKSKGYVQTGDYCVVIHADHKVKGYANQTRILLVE
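Screened at intermediate enzyme activity to detect both inhibitors and activators: LmPK at 0.1 nM, with a 0.5 nM enzyme column as activation reference. PEP 0.5 mM, ADP 0.1 mM; ATP detected by luminescence after 1 h.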
TbPYK inhibitor: qHTS of Trypanosoma Brucei Inhibitors | pyruvate kinase (Trypanosoma brucei), Q57TT1 | TbPYK enzyme, Kinase-Glo Plus ATP luminescence, 45 min | Potency, µM (highest dose often 76.8 µM), for the others: at the top dose activity, negative = inhibition, hits mostly inhibitors | 0.12% of 410,000 active; further: potency means the concentration at half of the fitted maximal effect; on the % scale 0 is the no-effect control and ±100 the full control effect; nearly all actives have a fitted effect of over 50% in size
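Screened from lowest to highest concentration, compounds were pinned into TbPYK/substrate mixtures, and ADP (130 uM final) was added. Plates sat at room temperature for 45 min prior to Kinase-Glo Plus detection by luminescence.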
HCV inhibitor: qHTS Assay for Inhibitors of Hepatitis C Virus (HCV); 3.4% of 340,000 active; Huh7.5.1 HCVcc-Cre infection, luciferase reporter, 44 h; AID 651820, 2012; Potency, µM (series often up to 41.8 µM), without a hit: top-dose activity change, negative = inhibition, usual class: inhibitors; further: potency means the concentration at half of the fitted maximal effect; on the % scale 0 is the no-effect control and ±100 the full control effect
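Cells (1,000/well) were plated 4 h before compound, then infected with HCVcc-Cre virus (~0.5 moi). After 44 h further culture, infection was read as luciferase luminescence following a 15 min substrate incubation at room temperature.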
Pf growth 48h: Primary qHTS for delayed death inhibitors of the malarial parasite plastid, 48 hour incubation; P. falciparum luciferase growth in erythrocytes, 48 h; Potency, µM (top dose mostly 28.7 µM), inactives show at the highest dose activity change, negative = inhibition, usual class: inhibitors; 5.9% of 310,000 active; further: potency means the concentration at half of the fitted maximal effect; on the % scale 0 is the no-effect control and ±100 the full control effect
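Compounds are pin-transferred into medium, infected erythrocytes (2% hematocrit, 0.1% parasitemia final) are added, and plates sit one parasite generation at 37 C in 5% CO2. Detection reagent is then added and luminescence measured.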
Cycloheximide cs: Cycloheximide Counterscreen for Small Molecule Inhibitors of Shiga Toxin; max response, %; 12% of 300,000 active; cell reporter, cycloheximide protein synthesis inhibition counterscreen; AID 2314, 2010; in the data active means max response mostly above about 13%, no sharp cut-off; inactive means mostly below about 14%; further: read at 38.3 µM for the half of the compounds with a filed dose; 0% is about no effect
Shiga inhibitor: A qHTS for Small Molecule Inhibitors of Shiga Toxin | Vero cells, Shiga toxin protein synthesis inhibition reporter | inhibition, % at 38.7 µM | 9.2% of 290,000 active | AID 2315, 2010; in the data active means inhibition mostly above about 28%, no sharp cut-off; inactive means mostly below about 43%; further: 0% is about no effect
Pf growth 96h: Primary qHTS for delayed death inhibitors of the malarial parasite plastid, 96 hour incubation. 6.9% of 320,000 active. P. falciparum luciferase reporter growth, 96 h. Potency, µM (titrated, usually from 28.7 µM), without a hit: at the top dose activity change, negative = inhibition, actives largely listed as inhibitors; further: potency means the concentration at half of the fitted maximal effect; on the % scale 0 is the no-effect control and ±100 the full control effect
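Compounds incubated with erythrocytes infected by luciferase-expressing P. falciparum (2% hematocrit, 0.05% parasitemia final) for 96 hours, 37 C in 5% CO2. Growth inhibition scored as decreased luciferase luminescence.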
* hit, by the source's call; i = inactive; ? = inconclusive; . = not tested or not shown; [ ] = dose if it differs, or a comment. Unless noted, the call rests on the fitted dose curve; in most records, active means well fitted curve in the direction sought with a large enough effect; inconclusive means small, poorly fitted or top-dose-only effect, or another doubt; inactive means no such curve, though single readings can be large; an effect the other way counts as inactive or inconclusive.

SMILES	LmPK inh	TbPYK inhibitor	HCV inhibitor	Pf growth 48h	Cycloheximide cs	Shiga inhibitor	Pf growth 96h
Cc1ccc(C(=O)Nc2ccccc2C(=O)O)cc1NC(=O)COc1c(C)cccc1C	0%	6%	9%	?	-3	-13	-16%
O=C(NCCN1CCOCC1)C(=O)NCC1OCCN1S(=O)(=O)c1ccc(Br)cc1 (stereo unspecified)	-4%	2%	7%	-2%	1	-10	5%
CCN(CC)S(=O)(=O)c1cccc(C(=O)Nc2ccc(Cl)cn2)c1	0%	2%	3.5µM*	31%[activator]	26*	99*	17%
CC1=NN(C(=O)c2cccnc2)C(O)(C(F)(F)F)C1 (stereo unspecified)	-1%	-2%	1%	-4%	-1	-11	-37%
C=CCN(CC(=O)O)S(=O)(=O)c1ccccc1C(F)(F)F	6%	-7%	15%	14%	-3	-10	32%[activator]
Cc1ccc2[nH]c(=O)c(CN(Cc3cccs3)Cc3nnnn3CC3CCCO3)cc2c1 (stereo unspecified)	5%	2%	2%	?	-2	1	?
CCC(=O)NCCc1cc2cc(C)c(C)cc2[nH]c1=O	0%	3%	4%	4%	4	17	96%[activator]
Cc1n[nH]c(=O)nc1NCc1ccccc1Cl	1%	-9%	17%	7%	-3	-14	1%
CCCc1cc(-c2[nH]ncc2-c2ccc3c(c2)OCCCO3)c(O)cc1O	0%	-3%	11µM*	?	10	-17	13µM*
CCOc1cc(/C=C/C(=O)O)ccc1OCCO	1%	-11%	10%	17%	1	-6	-10%
Cc1ccc(O)c(C(CC(=O)NC2CCCCC2)c2ccccc2)c1 (stereo unspecified)	8%	4%	?	?	10	-15	27%
Cc1c(NC(=O)CCCN2C(=O)c3cccc4cccc(c34)C2=O)c(=O)n(-c2ccccc2)n1C	0%	3%	-6%	-9%	-3	-9	17%
Cc1cc(N2CCN(C)CC2)nc2ccc(NC(=S)N3CCCCCC3)cc12	-1%	-3%	?	?	15	51	9%
Cc1cc(C)c2c(CN3CCCCC3C)cc(=O)oc2c1 (stereo unspecified)	6%	-5%	-5%	-20%	22	15	2%
N#CCCN(Cc1ccccc1)S(=O)(=O)c1cccs1	-1%	7%	14%	-5%	-3	-15	30%[activator]
Cc1cc(C(=O)COc2ccc(Cl)cc2Br)c(C)n1C	-4%	-5%	-6%	104%[activator]	22*	41	-1%
O=C(N/N=C/c1c(O)n(-c2ccccc2Cl)c(=O)c2ccccc12)C1COc2ccccc2O1 (stereo unspecified)	5%	-2%	-4%	4%	2	-7	?
CC(C)OCCCNC(=O)c1ccccc1Oc1ccccc1	6%	-16%	-1%	.	-2	-14	-17%
COc1cccc(/C=N/NC(=O)Cn2nc([N+](=O)[O-])cc2C)c1	-3%	-1%	3%	?	5	-11	-19%
O=C1N/C(=N\N=C\c2cccs2)SC1Cc1ccc(Cl)cc1 (stereo unspecified)	1%	5%	2%	?	-6	-7	0.74µM*
C=CCCCCCCCCC(=O)NNC1CC(=O)N(c2ccccc2)C1=O (stereo unspecified)	1%	1%	-3%	53%[activator]	0	-9	17%
Cc1ccc(-n2ccc(=O)c(-c3ccnc(SCc4cccc(Cl)c4)n3)n2)cc1	2%	-4%	?	44%[activator]	9	29	-5%
COc1ccc(-c2nc3ccccc3n2OC(=O)N(C)C)cc1	0%	1%	-14%	.	12	4	?
Cc1cccc(Nc2ccc(C(=O)O)cc2[N+](=O)[O-])c1C	5%	1%	-9%	11%	-4	-4	44%[activator]
O=C(c1cccc(C(=O)N(c2ccccn2)C2CCCCC2)c1)N(c1ccccn1)C1CCCCC1	3%	5%	-20%	12µM*	-6	43	-27%
Cc1cc(C)n(CC(=O)n2c(C)c(C)c3ccccc32)n1	0%	7%	?	?	-3	-2	?
CCN(C(=O)c1coc(=O)c2ccccc12)c1cc(OC)ccc1OC	3%	1%	3%	14%	3	-13	?
COc1ccc(CNC(=O)CSc2nc3cccnc3s2)cc1	-1%	8%	9%	87%[activator]	15*	17	72%[activator]
COc1cc(/C=N/NC(=S)NCc2ccco2)cc(OC)c1OC	5%	-3%	-11%	22%	6	18	91%[activator]
CCc1nn(CC(=O)NCCc2ccc(Cl)cc2)c(=O)c2cccn12	-8%	-2%	3%	11%	15	17	19%
COc1ccc(C)cc1NC(=O)CN1C(=O)COc2ccc(S(=O)(=O)N3CCCCC3)cc21	3%	-3%	-22%	-18%	6	10	-12%
CCCCC(O)(CCCC)C(=O)N/N=C(\C)c1ccc(Cl)cc1	4%	-10%	-18%	0%	-1	5	0%
O=C(CCCC(=O)c1ccccc1)Nc1ccc(O)cc1	0%	-3%	-11%	-15%	-4	-14	10µM*
Cc1ccc(S(=O)(=O)N2CCN(C(=O)CCc3c[nH]c4ccccc34)CC2)cc1	.	0%	-9%	?	.	.	?
O=C(Cc1ccccc1)NNc1ccc2ccccc2c1	4%	3%	-26%	-18%	13	16	?
O=C(OCc1nc2ccsc2c(=O)[nH]1)c1cc(Br)c(Br)s1	.	0%	-6%	?	.	.	?
CSc1nnc(N2C(=O)C(O)=C(C(=O)c3ccc(C)o3)C2c2ccc(C)cc2)s1 (stereo unspecified)	-4%	-9%	?	141%[activator]	35*	95*	143%[activator]
Fc1ccc(CSc2ncnc3scc(-c4ccccc4)c23)cc1	6%	7%	-27%	?	-2	-2	?
Cc1csc(NC(=O)c2cncc(Br)c2)n1	-7%	4%	-4%	i	53*	57	.
CCCCn1c(N)c(N(CC)C(=O)CCNC(=O)NC23CC4CC(CC(C4)C2)C3)c(=O)[nH]c1=O	-2%	8%	19%	-30%	2	-1	-6%
COc1cccc(NC(=O)CN(C)C(=O)C23CC4CC(CC(Cl)(C4)C2)C3)c1	.	-1%	-14%	?	.	.	?
CCOC(=O)C(NC(=O)c1ccc(OC)cc1)(N1CCCC1=O)C(F)(F)F (stereo unspecified)	0%	-1%	24%	-17%	-3	2	-25%
NC(=O)CC(NC(=O)c1cccc(Br)c1)c1ccc(NC2CCN(Cc3ccccc3)CC2)c([N+](=O)[O-])c1 (stereo unspecified)	2%	-1%	-26%	25%	-2	-7	?
COc1ccc(/C=C/C(=O)N(CC(C)C)CC(C)C)cc1Br	3%	-11%	?	?	-3	-5	?
Cc1cc(-c2ccccc2C(=O)NCc2ccccc2)on1	-1%	1%	-7%	37%[activator]	1	-3	.
Cn1c(SCC(=O)N2c3ccccc3Sc3ccccc32)nc2ccccc21	3%	-1%	4%	?	1	-10	?
Cc1cccc(-c2noc(CCc3ccccc3)n2)c1	-2%	-5%	-16%	.	40*	81*	8%
CCOC(=O)/C(=C/c1ccc(OC)cc1)NC(=O)c1ccco1	-1%	-5%	8%	12%	-2	-17	?
COc1ccc(N2CC(C(=O)Nc3nnc(SCc4ccccn4)s3)CC2=O)cc1 (stereo unspecified)	-2%	-12%	14%	-23%	20*	-2	?
COc1ccccc1N1CCN(C(=O)C(OC(C)=O)c2ccccc2)CC1 (stereo unspecified)	1%	-11%	2%	15%	-1	-22	.
CCN(CC)C(=O)Oc1ccc2c(=O)c(-c3ccc(OC)cc3)coc2c1	4%	-5%	?	78%[activator]	45*	83*	65%[activator]
CCOC(=O)CSc1ccc(-c2nc3ccccc3[nH]2)cn1	?	-3%	1%	8%	19	34	.
COc1ccc2oc(C(=O)OCC(=O)N3CCCC3=O)c(C)c2c1	.	7%	0%	7%	.	.	15%
CCOC(=O)c1c(N)sc(C(=O)N(C)C)c1CN1CCOCC1	-3%	-11%	17%	3%	-3	-15	.
CCNC(=O)CC1SC(=Nc2ccccc2C)N(C)C1=O (stereo unspecified)	6%	-7%	10%	10%	-2	-3	?
O=C(Nc1ccccc1)c1snc2c(=O)[nH]cnc12	-1%	-16%	6%	-4%	16*	18	-1%
COc1ccc(N(C(=O)c2csnn2)C(C(=O)NC2CCCC2)c2ccccc2)cc1 (stereo unspecified)	8%	4%	7%	0%	27	-11	-24%
COc1ccccc1CNC(=O)C(C)n1nc(C)n2c(cc3occc32)c1=O (stereo unspecified)	1%	-22%	-2%	4%	-9	-3	-25%

Sorted by count of non-hydrogen atoms (lowest first): some entries from above
SMILES	LmPK inh	TbPYK inhibitor	HCV inhibitor	Pf growth 48h	Cycloheximide cs	Shiga inhibitor	Pf growth 96h
CCNC(=O)CC1SC(=Nc2ccccc2C)N(C)C1=O (stereo unspecified)	6%	-7%	10%	10%	-2	-3	?
Cc1cc(-c2ccccc2C(=O)NCc2ccccc2)on1	-1%	1%	-7%	37%[activator]	1	-3	.
Cn1c(SCC(=O)N2c3ccccc3Sc3ccccc32)nc2ccccc21	3%	-1%	4%	?	1	-10	?
COc1ccc(N2CC(C(=O)Nc3nnc(SCc4ccccn4)s3)CC2=O)cc1 (stereo unspecified)	-2%	-12%	14%	-23%	20*	-2	?

Four of these compounds, set out differently:
> COc1ccc2oc(C(=O)OCC(=O)N3CCCC3=O)c(C)c2c1
  LmPK inh: .; TbPYK inhibitor: 7%; HCV inhibitor: 0%; Pf growth 48h: 7%; Cycloheximide cs: .; Shiga inhibitor: .; Pf growth 96h: 15%
> CCOC(=O)c1c(N)sc(C(=O)N(C)C)c1CN1CCOCC1
  LmPK inh: -3%; TbPYK inhibitor: -11%; HCV inhibitor: 17%; Pf growth 48h: 3%; Cycloheximide cs: -3; Shiga inhibitor: -15; Pf growth 96h: .
> CCNC(=O)CC1SC(=Nc2ccccc2C)N(C)C1=O (stereo unspecified)
  LmPK inh: 6%; TbPYK inhibitor: -7%; HCV inhibitor: 10%; Pf growth 48h: 10%; Cycloheximide cs: -2; Shiga inhibitor: -3; Pf growth 96h: ?
> O=C(Nc1ccccc1)c1snc2c(=O)[nH]cnc12
  LmPK inh: -1%; TbPYK inhibitor: -16%; HCV inhibitor: 6%; Pf growth 48h: -4%; Cycloheximide cs: 16*; Shiga inhibitor: 18; Pf growth 96h: -1%

Screening data: PubChem BioAssay, National Center for Advancing Translational Sciences (NCATS)
